Source: PubChem
FadD28 FP inh – inhibitors of FadD28 bisubstrate probe binding, primary screen, biochemical, fluorescence polarization, single point; AID 588549, 2011; 360,000 tested, 0.22% active; Mycobacterium tuberculosis FadD28 fatty-acid-AMP ligase; inhibition, % at 12.5 µM; in the data active = inhibition above about 8.5%, passing the limit was not always enough; inconclusive = no clear call, values can overlap the other calls
MazEF act – activators of E. coli MazEF toxin-antitoxin RNase, primary screen, biochemical, fluorescence, uHTS. FAM/BHQ RNA-DNA oligo cleavage fluorescence, 5 h. activation, % at 20 µM. 350,000 tested, 0.32% active. AID 504720, 2011; in the data active = activation above about 50%
Target sequence (P0AE70 whole entry, looked up): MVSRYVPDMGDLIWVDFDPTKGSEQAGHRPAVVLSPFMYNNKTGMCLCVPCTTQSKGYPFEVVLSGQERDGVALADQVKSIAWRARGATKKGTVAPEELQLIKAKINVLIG
Rv3671c inh – Rv3671c serine protease inhibitors, primary screen, biochemical, fluorescence polarization, M. tuberculosis H37Rv; P9WHR9; inhibition, % at 5.96 µM; 320,000 tested, 0.048% active; AID 2606, 2010; in the data active = inhibition above about 38%;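 also: extracellular domain of Rv3671c used as enzyme; 0% = enzyme with DMSO and 100% = no enzyme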
Target sequence (P9WHR9 whole entry, looked up, the tested form may be a part): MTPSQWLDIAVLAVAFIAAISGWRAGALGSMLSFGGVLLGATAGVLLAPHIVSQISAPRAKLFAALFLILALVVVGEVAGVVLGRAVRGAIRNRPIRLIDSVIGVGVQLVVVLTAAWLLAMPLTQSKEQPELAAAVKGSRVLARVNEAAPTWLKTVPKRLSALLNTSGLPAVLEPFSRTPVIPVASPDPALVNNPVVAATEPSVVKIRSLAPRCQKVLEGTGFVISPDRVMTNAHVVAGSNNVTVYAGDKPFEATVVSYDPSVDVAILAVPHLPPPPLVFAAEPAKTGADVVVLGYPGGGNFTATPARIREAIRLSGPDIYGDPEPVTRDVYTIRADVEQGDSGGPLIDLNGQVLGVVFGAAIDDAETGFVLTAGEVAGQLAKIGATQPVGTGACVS
Mtb FBA inh – Mtb FBA enzyme inhibitors, primary screen, biochemical, fluorescence, strain H37Rv | Fructose-bisphosphate aldolase (Mycobacterium tuberculosis (strain ATCC 25618 / H37Rv)), … | 360,000 tested, 2.3% active | AID 588726, 2011 | inhibition, % at 1 µM | purified M. tuberculosis FBA, fluorescence read-out; in the data active = inhibition above about 27%;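 also: 0% = vehicle and 100% = reference inhibitor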
Target sequence (P9WQA3 whole entry, looked up): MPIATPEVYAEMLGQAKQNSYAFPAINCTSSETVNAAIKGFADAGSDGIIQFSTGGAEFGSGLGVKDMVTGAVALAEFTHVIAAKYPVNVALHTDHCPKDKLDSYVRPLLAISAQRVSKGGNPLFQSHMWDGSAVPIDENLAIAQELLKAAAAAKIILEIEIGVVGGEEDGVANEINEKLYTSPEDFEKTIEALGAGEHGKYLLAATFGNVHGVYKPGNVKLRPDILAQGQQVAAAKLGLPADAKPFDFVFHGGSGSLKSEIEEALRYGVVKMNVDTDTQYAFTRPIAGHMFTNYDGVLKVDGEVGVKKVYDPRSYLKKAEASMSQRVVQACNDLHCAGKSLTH
BoNT-F LC inh – BoNT/F light chain protease inhibitors, primary screen, biochemical, flow cytometry, MLPCN library; Botulinum neurotoxin type F light chain protease (Clostridium botulinum); Multiplex microsphere protease cleavage assay; inhibition, % at 10 µM; 360,000 tested, 0.22% active; in the data active = inhibition above about 35%, passing the limit was not always enough; inconclusive = no clear call, values can overlap the other calls; also: plate controls were buffer without enzyme for full effect and enzyme alone for no effect
UGM FP inh – M. tuberculosis UGM enzyme inhibitors, primary screen, biochemical, fluorescence polarization, single point; UDP-galactopyranose mutase (Mycobacterium tuberculosis (strain ATCC 25618 / H37Rv)), …; purified UGM, fluorescence polarization probe displacement; inhibition, % at 10 µM; 320,000 tested, 0.06% active; in the data active = inhibition above about 10%, passing the limit was not always enough; inconclusive = no clear call, values can overlap the other calls
Mtb BioA inh – M. tuberculosis BioA enzyme inhibitors, primary screen, biochemical, plate reader, single point, HTS; AID 602481, 2012; inhibition, % at 9.99 µM; 7,8-diaminopelargonic acid synthase BioA (Mycobacterium tuberculosis); 360,000 tested, 0.096% active; purified M. tuberculosis BioA enzyme; in the data active = inhibition above about 40%; inconclusive = no clear call, values can overlap the other calls
PrPC surface inh – inhibitors of human cell surface prion protein PrPC, primary screen, cell-based, TR-FRET. Major prion protein (Homo sapiens), P04156. TR-FRET read-out. inhibition, % at 13.8 µM. 370,000 tested, 0.43% active. AID 720596, 2013; in the data active = inhibition above about 24%; also: 0% = median of the test wells and 100% = reference compound wells
GDH-TPI inh – GDH-TPI coupling enzyme inhibitors, primary screen, artefact control for M. tuberculosis FBA inhibitor project, biochemical, absorbance, full deck; AID 588335, 2011; GDH-TPI coupled enzyme counterscreen, NADH absorbance; inhibition, % at 4.8 µM; 360,000 tested, 1.2% active; in the data active = inhibition above about 30%;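 also: 0% = DMSO wells and 100% = wells lacking the enzyme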
An asterisk follows results filed as active.

How did O=C(CSc1nc2ccccc2s1)NC1CCS(=O)(=O)C1 (stereo unspecified) do in these assays?
FadD28 FP inh: 0.9; MazEF act: 4; Rv3671c inh: -6; Mtb FBA inh: 2; BoNT-F LC inh: -1; UGM FP inh: -0.9; Mtb BioA inh: -3.0; PrPC surface inh: -9; GDH-TPI inh: 9

Results for Cc1cc(=O)[nH]c(SC(C(=O)O)c2ccccc2)n1 (stereo unspecified) ?
FadD28 FP inh: -1.1; MazEF act: 16; Rv3671c inh: -7; Mtb FBA inh: -1; BoNT-F LC inh: 5; UGM FP inh: 7.6; Mtb BioA inh: -0.8; PrPC surface inh: 14; GDH-TPI inh: 5

What do the screens show for `Cc1cccc(C)c1NC(=O)CNC(=O)c1cccnc1`?
FadD28 FP inh: 0.8; MazEF act: 4; Rv3671c inh: 3; Mtb FBA inh: 1; BoNT-F LC inh: 1; UGM FP inh: 2.5; Mtb BioA inh: -1.7; PrPC surface inh: -5; GDH-TPI inh: 3

Results for COc1ccc(/C=C/C(=O)c2ccccc2)c(OC)c1 ?
FadD28 FP inh: -1.5; MazEF act: -3; Rv3671c inh: -9; Mtb FBA inh: -2; BoNT-F LC inh: 0; UGM FP inh: 0.0; PrPC surface inh: 3; GDH-TPI inh: 1

Results for CCCC(=O)N1CCCC(c2cc(C(=O)Nc3ccc4c(c3)OCO4)no2)C1 (stereo unspecified) ?
FadD28 FP inh: -0.7; Mtb FBA inh: 0; BoNT-F LC inh: -4; Mtb BioA inh: 1.1; PrPC surface inh: 16; GDH-TPI inh: 7

Results for CCOC(=O)C1CCc2c(ccc3ccccc23)N1CCC#N (stereo unspecified) ?
FadD28 FP inh: 0.0; MazEF act: 3; Mtb FBA inh: 56*; BoNT-F LC inh: 3; Mtb BioA inh: 0.4; PrPC surface inh: -9; GDH-TPI inh: -1

Results for CC1CCC(N2CC(=O)N(Cc3ccc4c(c3)OCO4)C(c3ccc(F)cc3)C2=O)CC1 (stereo unspecified) ?
FadD28 FP inh: 0.3; MazEF act: 1; Rv3671c inh: 1; Mtb FBA inh: 1; BoNT-F LC inh: 0; UGM FP inh: 2.0; PrPC surface inh: -3; GDH-TPI inh: -2

How did CCOC(=O)C1=C(N)OC2=C(C(=O)CCC2)C12C(=O)Nc1ccccc12 (stereo unspecified) do in these assays?
FadD28 FP inh: -1.2; MazEF act: 7; Rv3671c inh: -4; Mtb FBA inh: 0; BoNT-F LC inh: -18; UGM FP inh: -2.1; Mtb BioA inh: -0.3; PrPC surface inh: 3; GDH-TPI inh: 5

What do the screens show for `COc1cc(C(=O)NCc2ccc3c(c2)OCO3)ccc1OCc1c(C)noc1C`?
FadD28 FP inh: -3.0; MazEF act: -3; Rv3671c inh: -1; Mtb FBA inh: 2; BoNT-F LC inh: -15; UGM FP inh: 3.0; Mtb BioA inh: -0.4; PrPC surface inh: -11; GDH-TPI inh: 10

Results for CC(C)CSCC1OC(n2cnc3c(N)nccc32)C(O)C1O (stereo unspecified) ?
FadD28 FP inh: -1.0; MazEF act: -13; Mtb FBA inh: 1; BoNT-F LC inh: 2; Mtb BioA inh: -0.2; PrPC surface inh: 1; GDH-TPI inh: 7

Results for Cc1ccc(C(=O)C2COC(=O)C2)cc1 (stereo unspecified) ?
FadD28 FP inh: -2.3; MazEF act: 2; Rv3671c inh: -3; Mtb FBA inh: 0; BoNT-F LC inh: -4; UGM FP inh: 0.6; Mtb BioA inh: 1.4; PrPC surface inh: -1; GDH-TPI inh: -9

What do the screens show for `CCCc1nnc(SCC(=O)O)n1/N=C/c1ccc2c(c1)OCO2`?
FadD28 FP inh: -2.9; MazEF act: -5; Rv3671c inh: 0; Mtb FBA inh: 2; BoNT-F LC inh: -7; UGM FP inh: -2.3; PrPC surface inh: 1; GDH-TPI inh: 18

How did Cc1cc(O)c2c(CN3CCN(Cc4ccccc4)CC3)cc(=O)oc2c1 do in these assays?
FadD28 FP inh: -2.2; MazEF act: 4; Rv3671c inh: -3; Mtb FBA inh: -3; BoNT-F LC inh: -24; UGM FP inh: 2.4; Mtb BioA inh: 14; PrPC surface inh: 3; GDH-TPI inh: 6

Results for CCOc1cc(/C=C2/C(=O)NC(=O)N(c3ccc(CC)cc3)C2=O)ccc1OC(=O)c1cccs1 ?
FadD28 FP inh: -1.2; MazEF act: -18; Rv3671c inh: -5; Mtb FBA inh: 0; BoNT-F LC inh: -4; UGM FP inh: -2.6; Mtb BioA inh: 0.6; GDH-TPI inh: 8

Results for O=C(COC(=O)c1ccc(Cl)nc1)Nc1ccc(N2CCCCC2)cc1 ?
FadD28 FP inh: -4.3; MazEF act: 6; Rv3671c inh: -8; Mtb FBA inh: 2; BoNT-F LC inh: -8; UGM FP inh: 2.0; Mtb BioA inh: -0.6; PrPC surface inh: 8; GDH-TPI inh: 2

Results for COc1ccc(OC)c(-c2csc(NC(=O)Cc3ccc(F)cc3)n2)c1 ?
FadD28 FP inh: -0.7; MazEF act: 29; Rv3671c inh: -10; Mtb FBA inh: -2; BoNT-F LC inh: -12; UGM FP inh: 1.2; Mtb BioA inh: -0.7; PrPC surface inh: 14; GDH-TPI inh: 3

How did Cc1sc2nc(CN3CCN(c4ccc(O)cc4)CC3)[nH]c(=O)c2c1C do in these assays?
FadD28 FP inh: -3.7; MazEF act: 10; Rv3671c inh: 3; Mtb FBA inh: -7; BoNT-F LC inh: 4; UGM FP inh: 3.7; PrPC surface inh: 6; GDH-TPI inh: 0

How did COc1ccc(CCNC(=O)C(=O)NCC2OCCN2S(=O)(=O)c2ccc(OC)c(C)c2)cc1 (stereo unspecified) do in these assays?
FadD28 FP inh: -3.4; MazEF act: 14; Rv3671c inh: 1; Mtb FBA inh: -1; BoNT-F LC inh: -3; UGM FP inh: 1.9; Mtb BioA inh: -0.8; PrPC surface inh: 0; GDH-TPI inh: -1

What do the screens show for `CCOc1ccccc1OCCOCCN1CCN(Cc2ccccc2)CC1`?
FadD28 FP inh: -0.6; MazEF act: -4; Rv3671c inh: 2; Mtb FBA inh: -1; BoNT-F LC inh: -4; UGM FP inh: -1.2; PrPC surface inh: 1; GDH-TPI inh: 1

What do the screens show for `OC(CCCCN1CCCCC1)c1ccccc1` (stereo unspecified)?
FadD28 FP inh: -3.5; MazEF act: -15; Rv3671c inh: -2; Mtb FBA inh: 0; BoNT-F LC inh: 3; UGM FP inh: -1.5; Mtb BioA inh: 1.3; PrPC surface inh: 0; GDH-TPI inh: 8

How did Cc1c(C(=O)Nc2ccc(F)c(F)c2)oc2ccc(S(=O)(=O)N3CCCCC3)cc12 do in these assays?
FadD28 FP inh: -1.5; MazEF act: 5; Rv3671c inh: -11; Mtb FBA inh: 0; BoNT-F LC inh: -2; UGM FP inh: -0.7; Mtb BioA inh: 1.6; PrPC surface inh: -5; GDH-TPI inh: -2

What do the screens show for `CC(C)(C)c1ccc(-c2n[nH]c(=S)n2C2CCCC2)cc1`?
FadD28 FP inh: -1.5; MazEF act: -3; Rv3671c inh: -2; Mtb FBA inh: 2; BoNT-F LC inh: 0; UGM FP inh: -0.3; Mtb BioA inh: 3.8; PrPC surface inh: 13; GDH-TPI inh: -5

How did O=C1CCCC/C=C\C[C@H](CC(=O)N(CCO)Cc2ccccc2)C(=O)N[C@@H](Cc2ccccc2)CO1 do in these assays?
FadD28 FP inh: -4.0; MazEF act: 4; Rv3671c inh: 0; Mtb FBA inh: -1; BoNT-F LC inh: -3; UGM FP inh: -3.1; Mtb BioA inh: -0.3; PrPC surface inh: -6; GDH-TPI inh: -3

How did O=C(c1ccc(Cl)c(Cl)c1)N1CCC(=O)N(C(CO)Cc2ccccc2)CC1 (stereo unspecified) do in these assays?
FadD28 FP inh: -4.0; MazEF act: 0; Rv3671c inh: 4; Mtb FBA inh: -1; BoNT-F LC inh: 2; UGM FP inh: -0.9; Mtb BioA inh: 0.8; PrPC surface inh: -2; GDH-TPI inh: 12

Results for Cn1c(N)c(C(=O)/C=C/c2ccccc2)c(=O)[nH]c1=O ?
FadD28 FP inh: -3.0; MazEF act: -1; Rv3671c inh: 5; Mtb FBA inh: -3; BoNT-F LC inh: inconclusive; UGM FP inh: -0.6; PrPC surface inh: -15; GDH-TPI inh: 12

How did Cc1ccc(S(=O)(=O)N2CCCC(C(=O)N(Cc3cccs3)C3CC3)C2)cc1 (stereo unspecified) do in these assays?
FadD28 FP inh: -0.8; MazEF act: 4; Rv3671c inh: 0; Mtb FBA inh: -4; BoNT-F LC inh: 0; UGM FP inh: 5.4; Mtb BioA inh: -0.2; PrPC surface inh: 2; GDH-TPI inh: 1

How did CCOC(=O)C1=C(c2ccccc2)NC(N)=NC1c1ccc(OCc2ccc(C(=O)OC)cc2)cc1 (stereo unspecified) do in these assays?
FadD28 FP inh: -5.1; MazEF act: -52; Rv3671c inh: -1; Mtb FBA inh: 2; BoNT-F LC inh: -12; UGM FP inh: -0.9; PrPC surface inh: 3; GDH-TPI inh: 6

How did O=C(Nc1ccc(Cl)cc1)OCCn1nnnc1C(c1ccccc1Cl)N1CCOCC1 (stereo unspecified) do in these assays?
FadD28 FP inh: -7.2; MazEF act: 4; Rv3671c inh: 2; Mtb FBA inh: 1; BoNT-F LC inh: -12; UGM FP inh: 1.6; Mtb BioA inh: 0.9; PrPC surface inh: 10; GDH-TPI inh: -5

How did Clc1nc(CN2CCOCC2)nc2sc3c(c12)CCC3 do in these assays?
FadD28 FP inh: -4.3; MazEF act: 10; Rv3671c inh: -2; Mtb FBA inh: -3; BoNT-F LC inh: -2; UGM FP inh: 1.6; PrPC surface inh: 2; GDH-TPI inh: -3

How did CCOC(=O)C1CCCN(c2c(C(=O)c3ccccc3)cnc3ccccc23)C1 (stereo unspecified) do in these assays?
FadD28 FP inh: -2.2; MazEF act: -3; Rv3671c inh: -1; Mtb FBA inh: 3; BoNT-F LC inh: -9; UGM FP inh: 4.5; PrPC surface inh: 2; GDH-TPI inh: 11

Results for Cc1cc(NC(=O)CN2C(=O)c3ccccc3C2=O)no1 ?
FadD28 FP inh: -0.9; MazEF act: 14; Rv3671c inh: 11; Mtb FBA inh: -1; BoNT-F LC inh: inconclusive; UGM FP inh: 1.4; PrPC surface inh: 2; GDH-TPI inh: 2

Quoted from the results shown, 4 compounds:
How did Cc1c(C(=O)Nc2ccc(F)c(F)c2)oc2ccc(S(=O)(=O)N3CCCCC3)cc12 do in these assays?
FadD28 FP inh: -1.5; MazEF act: 5; Rv3671c inh: -11; Mtb FBA inh: 0; BoNT-F LC inh: -2; UGM FP inh: -0.7; Mtb BioA inh: 1.6; PrPC surface inh: -5; GDH-TPI inh: -2

What do the screens show for `CC(C)(C)c1ccc(-c2n[nH]c(=S)n2C2CCCC2)cc1`?
FadD28 FP inh: -1.5; MazEF act: -3; Rv3671c inh: -2; Mtb FBA inh: 2; BoNT-F LC inh: 0; UGM FP inh: -0.3; Mtb BioA inh: 3.8; PrPC surface inh: 13; GDH-TPI inh: -5

How did O=C1CCCC/C=C\C[C@H](CC(=O)N(CCO)Cc2ccccc2)C(=O)N[C@@H](Cc2ccccc2)CO1 do in these assays?
FadD28 FP inh: -4.0; MazEF act: 4; Rv3671c inh: 0; Mtb FBA inh: -1; BoNT-F LC inh: -3; UGM FP inh: -3.1; Mtb BioA inh: -0.3; PrPC surface inh: -6; GDH-TPI inh: -3

How did O=C(c1ccc(Cl)c(Cl)c1)N1CCC(=O)N(C(CO)Cc2ccccc2)CC1 (stereo unspecified) do in these assays?
FadD28 FP inh: -4.0; MazEF act: 0; Rv3671c inh: 4; Mtb FBA inh: -1; BoNT-F LC inh: 2; UGM FP inh: -0.9; Mtb BioA inh: 0.8; PrPC surface inh: -2; GDH-TPI inh: 12
